MIN6 prolif – MIN6 beta-cell proliferation induction; AID 2380; proliferation, % at 10 µM; MIN6 cells proliferation, ATPlite luminescence, 48 h; cells starved in 0.2% serum; 100% = growth in 10% serum; actives 0.29% (n = 330,000);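 active means compounds whose signal lies at least 3.5 SD above the mean of all wells on their plate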;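 further: 0% = DMSO-treated cells in low-serum medium and 100% = 10% serum control; some compounds called inactive have numbers as strong as hits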
A3A deaminase – inhibitors of human APOBEC3A DNA deaminase; actives 0.41% (n = 330,000); AID 493011; recombinant A3A, FAM/TAMRA ssDNA deamination fluorescence; inhibition, % at 20 µM;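 active means at least 40% inhibition at 20 µM here, with at most 30% in a related deaminase screen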;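 further: plate controls were A3A with DMSO for no effect and wells lacking A3A enzyme for full effect; some results filed as inactive read as strong as hits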
Target sequence (P31941 whole entry, looked up): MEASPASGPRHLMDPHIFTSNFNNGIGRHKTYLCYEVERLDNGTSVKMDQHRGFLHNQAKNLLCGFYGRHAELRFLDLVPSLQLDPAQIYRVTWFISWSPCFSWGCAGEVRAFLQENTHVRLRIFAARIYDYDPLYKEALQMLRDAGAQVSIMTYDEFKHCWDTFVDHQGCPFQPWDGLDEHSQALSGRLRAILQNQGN
hIAP act – increases human intestinal alkaline phosphatase activity; purified human IAP, CDP-Star luminescence, 30 min; hits give high values; 1 = vehicle-only enzyme, 0 = enzyme-free background; AID 2524; activation factor at 10 µM; actives 0.16% (n = 330,000); P09923;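 active means activation factor of the enzyme at least 2-fold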; further: the source names both 10 and 20 µM as test concentration; values of inactives mirror those of a sister screen read the other way
mIAP activ – increases mouse intestinal alkaline phosphatase activity. activation factor at 10 µM. AID 2805. muIAP, CDP-Star luminescence, 30 min; hits give high values; 1 = vehicle-only enzyme signal, 0 = enzyme-free wells. actives 0.24% (n = 330,000);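 active means activation factor of at least 2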; further: the source names both 10 and 20 µM as test concentration; values of inactives mirror those of a sister screen read the other way
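also added = chemiluminescent substrate CDP-Star | test system = mouse IAP enzyme | signal = chemiluminescence readout | compound = DMSO-dissolved test compounds | incubation = 30 min at room temperature | benchmarks = DMSO wells, no-enzyme wells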
NLRP3 yeast inh – blocks the NALP3 inflammasome reconstituted in yeast. Yeast reconstituted NLRP3/ASC/caspase-1, beta-gal luminescence, 24 h. inhibition, % at 10 µM. actives 0.39% (n = 330,000). AID 2825;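 active means inhibition of 50% or more; inactive means inhibition below 50%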;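 further: plate controls were induced DMSO wells for no effect and uninduced yeast grown without galactose for full effect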
hIAP inh – blocks human intestinal alkaline phosphatase | purified IAP, CDP-Star luminescence, 30 min | inhibition, % at 10 µM | actives 0.12% (n = 330,000) | AID 2544;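 active means inhibition reaching a set limit with compound at 10 µM in the primary screen, cut at about 35% in these data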;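 further: plate controls were DMSO wells with enzyme for no effect and no-enzyme buffer wells for full effect; values of inactives mirror those of a sister screen read the other way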
mIAP block – mouse IAP inhibition | purified mouse IAP, CDP-Star luminescence, 30 min | AID 2806 | inhibition, % at 10 µM | actives 0.2% (n = 330,000);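 active means inhibition of at least 40% at 10 µM in the primary screen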;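 further: plate controls were DMSO with enzyme for no effect and no enzyme wells for full effect; values of inactives mirror those of a sister screen read the other way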
A3G deaminase – APOBEC3G (human) deaminase inhibition. actives 0.28% (n = 330,000). AID 493012. recombinant A3G, ssDNA deamination FAM/TAMRA fluorescence. Q9HC16. inhibition, % at 20 µM;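 active means inhibition of at least 40% at 20 µM, with no more than 30% in the related APOBEC3A deaminase screen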;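 further: plate controls were DMSO wells with A3G for no effect and wells lacking A3G enzyme for full effect; some compounds called inactive have numbers as strong as hits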
Target sequence (Q9HC16 whole entry, looked up): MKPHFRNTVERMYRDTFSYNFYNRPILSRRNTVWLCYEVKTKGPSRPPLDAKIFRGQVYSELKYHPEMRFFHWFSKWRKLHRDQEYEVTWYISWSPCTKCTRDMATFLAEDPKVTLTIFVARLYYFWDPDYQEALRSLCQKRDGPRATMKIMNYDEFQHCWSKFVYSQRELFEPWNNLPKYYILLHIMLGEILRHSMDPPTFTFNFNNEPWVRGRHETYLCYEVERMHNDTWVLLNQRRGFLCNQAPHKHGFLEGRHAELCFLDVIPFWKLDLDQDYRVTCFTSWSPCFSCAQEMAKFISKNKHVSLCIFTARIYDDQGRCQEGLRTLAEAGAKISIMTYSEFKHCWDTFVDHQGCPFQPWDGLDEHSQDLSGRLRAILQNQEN
SENP1 FRET inh – inhibitors of human SENP1 SUMO protease catalytic domain; Q9P0U3; recombinant SENP1 catalytic domain, CyPet-SUMO1-YPet FRET cleavage; inhibition, % at 10 µM; actives 0.21% (n = 360,000);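 active means inhibition at least 30% at 10 µM, raw YFP signal under a set limit, fluorescence ratio 0.5 to 1.5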;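 further: 0% = enzyme with DMSO and 100% = no enzyme wells; some results filed as inactive read as strong as hits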
Target sequence (Q9P0U3 419-644 limits assumed): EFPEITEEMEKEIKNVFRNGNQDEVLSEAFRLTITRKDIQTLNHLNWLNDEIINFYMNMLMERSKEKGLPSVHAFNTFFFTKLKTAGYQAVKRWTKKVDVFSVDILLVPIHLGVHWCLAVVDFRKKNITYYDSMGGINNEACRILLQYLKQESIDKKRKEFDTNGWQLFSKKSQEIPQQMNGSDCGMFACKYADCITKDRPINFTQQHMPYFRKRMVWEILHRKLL
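material = recombinant human SENP1 catalytic domain, His6-tagged | quantity = 20 pM enzyme | reagent = 25 nM SUMO1 FRET substrate | compound dosing = 10 µM single point, 0.5% DMSO | timing = 50 min enzyme reaction, room temperature, light-protected | detection = FRET, CFP and YFP emission | control set = no-enzyme low, enzyme-DMSO high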
Active calls of the source: *; . = no result given; & = joins results of further samples. Only part of the results is shown; the hit share may differ from the screen's.

SMILES	MIN6 prolif	A3A deaminase	hIAP act	mIAP activ	NLRP3 yeast inh	hIAP inh	mIAP block	A3G deaminase	SENP1 FRET inh
CCCc1cc(=O)oc2c3c(cc(OCC(=O)N[C@@H](C)C(=O)O)c12)OC(C)(C)CC3	2	0	0.87	0.99	-6	13	1	-6	2
C=CCn1c(=S)[nH]c2nc3c(cc2c1=O)CCCC3	1	-1	1.1	1	17	-7	-1	-6	-1
Cc1ccc(-c2cc(Cc3ccccn3)c(=O)[nH]n2)cc1	0	-3	0.93	1	7	7	-5	-10	2
Cn1cccc1CNCc1ccc(F)cc1	0	-6	1.2	1.1	3	-21	-12	-8	0
O=C(/C=C/c1cccs1)N1CCN(c2ccc(F)cc2)CC1	-2	-2	1.1	1.1	39	-10	-10	-8	0
O=C1CC(/C=C/c2ccccc2)=Nc2ccccc2N1	-5	0	0.96	1	36	4	0	-8	-24
O=C(COc1ccccc1-c1ccccc1)N/N=C/c1ccncc1	0	1	1	0.93	34	-2	7	-8	3
O=C(COC(=O)/C=C/c1cccc(C(F)(F)F)c1)NCc1ccccc1	0	4	1	1.1	12	-2	-13	4	0
O=C(Cc1ccccc1F)OCN1C(=O)c2ccccc2C1=O	0	2	0.81	1	12	19	0	5	4
CCCS(=O)(=O)c1ccc(COC(=O)c2ccc(NC(C)=O)cc2)cc1	-3	-4	1	1.1	12	0	-13	-6	1
COc1ccc(C)cc1NC(=O)CCCN1C(=O)NC(C)(C)C1=O	-3	47*	1	0.95	8	-2	5	7	1
O=C(O)c1nccnc1C(=O)NCc1csc2ccc(Cl)cc12	0	-3	1	0.92	24	-1	8	-4	1
CC(=O)c1ccc(NC(=O)N[C@@H](CC(C)C)C(=O)O)cc1	-2	-1	1.1	1	-3	-9	-1	-4	2
Cc1ccccc1OCC(=O)OCC(=O)Nc1ncc(Cl)c(C)c1Cl	0	22	1	0.98	14	-2	2	12	6
N#Cc1cnn(-c2cccc(Cl)c2)c1N	3	3	0.94	0.98	30	6	2	-2	-17
Cc1ccc(OCc2cc(C(=O)N3CCCC(O)C3)no2)cn1 (stereo not given)	4	-4	0.72	1.1	2	28	-6	-5	1
c1ccc2oc(C3=NNC(=NC4CC4)SC3)cc2c1	-4	0	1.1	0.78	6	-6	22	-2	-29
CCc1cc2c(=O)c(-c3nc4ccccc4n3C)c(C)oc2c(CN2CCN(CCO)CC2)c1O	3	-3	1.1	0.95	-3	-5	5	-7	-3
Cc1nn(-c2ccc(N3CCCCC3)nn2)c(C)c1CCC(=O)Nc1cc(F)ccc1F	-5	5	1.1	0.91	0	-12	9	2	0
CCCCn1nc2cc(C(=O)NC3CCCc4ccccc43)ccc2c1OCC (stereo not given)	-2	-5	1.1	1	16	-14	-3	-7	1
c1ccc(C2CCC(N3CCC(N4CCCCC4)CC3)CC2)cc1 (stereo not given)	-6	2	1	0.94	12	-2	6	-2	.
O=C(NCc1ccc(F)cc1)C(c1ccccc1)N(C(=O)c1csnn1)C1CC1 (stereo not given)	-1	-1	1.2	0.97	-25	-18	3	-9	2
COc1cc(/C(C)=N/NC(=O)c2nnn(-c3nonc3N)c2-c2cccs2)ccc1O	4.6*	-2	0.78	0.99	6	22	1	2	-2
CCCn1c(N)c(N(CCOC)C(=O)c2ccc(-c3ccc(Cl)cc3)o2)c(=O)[nH]c1=O	2	-1	1	0.99	3	-2	1	-6	0
CCCCOc1c(Cl)cc(CNC(C)(C)CO)cc1OCC	-1	2	0.95	0.99	21	5	1	-1	0
Going on with the list.
SMILES	MIN6 prolif	A3A deaminase	hIAP act	mIAP activ	NLRP3 yeast inh	hIAP inh	mIAP block	A3G deaminase	SENP1 FRET inh
CCOC(=O)C1(Cc2cccc(OC)c2)CCCN(Cc2cc(C(C)C)n[nH]2)C1 (stereo not given)	-1	-1	0.98	1	-8	2	-4	-6	1
NC(=O)c1cc([N+](=O)[O-])ccc1NCCN1C(=O)c2ccccc2C1=O	2	1	1	1	10	-2	-2	-2	.
CC(C)(C)C1C/C(=C/c2ccccn2)C(=O)/C(=C/c2ccccn2)C1 (stereo not given)	-6	-5	0.87	0.93	27	13	7	-6	-12
COCCN(C(=O)c1cccc(-n2cnnn2)c1)c1c(N)n(CC(C)C)c(=O)[nH]c1=O	1	1	1.1	0.97	23	-6	3	0	1
Cc1ccc(S(=O)(=O)NCC(=O)NCC(=O)N(C)Cc2ccc3ccccc3c2)cc1C	-1	-5	1.1	0.91	-20	-13	9	-9	-5
Cc1cc(C)cc(NC(=S)NCCc2c[nH]c3ccccc23)c1	-4	0	0.97	1.3	27	2	-30	1	-8
Cc1nc2ccccc2c(=O)n1NC(=O)c1cccc([N+](=O)[O-])c1	-2	-1	0.94	0.84	13	6	16	-1	4
CN(C)c1ccc(C2N(C)C(=O)c3ccccc3N2C)cc1 (stereo not given)	-4	-5	1	0.93	2	0	7	1	-5
NCc1ccc(S(N)(=O)=O)cc1	9&-1	0&1	0.91&1.1	0.95&1	17&-6	9&-14	5&-1	-6&0	1&1
O=C(NCC1COc2ccccc2O1)C1(c2ccccc2)CCCC1 (stereo not given)	4	1	1	1	26	-2	0	-13	4
O=C(Nc1ccccc1F)c1cnccn1	-2	-7	1.1	1	8	-12	-2	-9	0
CC1CC(=O)Nc2ccccc2N1S(=O)(=O)c1cccs1 (stereo not given)	-1	0	1	1	10	-2	-2	-4	2
CN(C(=O)CSc1nnc(-c2ccccc2F)n1N)C1CCCCC1	-5	-1	0.9	1.1	26	10	-11	-4	4
Cc1c(C(=O)OCC(=O)N2CCCCC2C)oc2ccccc12 (stereo not given)	0	3	0.81	1	20	18	-3	-3	1
O=C(c1ccc(Cl)s1)N(Cc1nnc(-c2ccccc2Cl)o1)C1CC1	2	4	1.1	0.94	26	-6	6	-8	-2
CC(=O)Nc1nnc(SCC(=O)N2CCCc3ccccc32)s1	3	2	1.1	0.98	2	-5	2	0	0
NC(=O)CCN1CCN(Cc2cn[nH]c2-c2cccc3ccccc23)CC1	2	-1	1	0.99	15	-1	1	-4	0
C/C(CC(=O)NCc1ccc(Cl)cc1)=N\NC(=O)c1ccccc1F	0	-3	0.85	1	1	14	0	-5	5
CCO[C@@H]1OC(C(=O)Nc2ccccc2)=C[C@H](c2ccccc2)[C@H]1CCCO	3	0	1.1	1	10	-8	-2	-6	0
COc1ccccc1N/C(N)=N/c1nc(C(F)(F)F)cc(=O)[nH]1	-2	-2	1.1	0.99	-2	-13	1	-5	-13
Cc1cc(-n2c(C)cc(C(=O)CSc3nncn3C)c2C)no1	-3	7	1.1	0.96	5	-8	4	-10	-2
CC(=O)Nc1ccc(C(=O)NC2CCSc3ccccc32)cc1 (stereo not given)	-2	45*	0.92	1	1	8	0	4	1
O=C(Oc1ccccc1N1CCOCC1)c1ccccc1	-1	-3	1	0.99	-12	-1	1	-6	2
CCOC(=O)/C=C1\SCC(=O)N1CC(=O)NCc1cccc(Cl)c1	-2	2	1	0.96	-1	-4	4	-8	2
CCOC(=O)c1c(C)[nH]c(C)c1S(=O)(=O)N(C)CC(=O)Nc1cccc(F)c1	0	-2	1	0.97	0	0	3	0	2

Reprinted from the part before: four entries; new compounds follow.
SMILES	MIN6 prolif	A3A deaminase	hIAP act	mIAP activ	NLRP3 yeast inh	hIAP inh	mIAP block	A3G deaminase	SENP1 FRET inh
CC(=O)Nc1ccc(C(=O)NC2CCSc3ccccc32)cc1 (stereo not given)	-2	45*	0.92	1	1	8	0	4	1
O=C(Oc1ccccc1N1CCOCC1)c1ccccc1	-1	-3	1	0.99	-12	-1	1	-6	2
CCOC(=O)/C=C1\SCC(=O)N1CC(=O)NCc1cccc(Cl)c1	-2	2	1	0.96	-1	-4	4	-8	2
CCOC(=O)c1c(C)[nH]c(C)c1S(=O)(=O)N(C)CC(=O)Nc1cccc(F)c1	0	-2	1	0.97	0	0	3	0	2
Cn1c(=O)c2ncn(CC(=O)NCCOCc3ccccc3Cl)c2n(C)c1=O	1	4	0.95	0.92	-7	5	8	0	-1
Cc1ccc(NS(=O)(=O)c2cccc(C(=O)N3CCOCC3)c2)cc1	-3	-15	0.99	0.93	1	1	7	-4	-1
CN(Cc1ccccc1)C(=O)c1cc(-c2ccc(Br)cc2)on1	-2	0	1.2	0.99	32	-15	1	-4	1
Cc1cc(C)nc(NS(=O)(=O)c2ccc(N=Cc3c(C)[nH]n(-c4ccccc4)c3=O)cc2)n1	-1	-4	1	1	7	-5	0	-9	0
O=C(NC1CCN(Cc2ccccc2)CC1)c1ccccc1Cl	-3	-4	0.95	0.96	17	5	4	0	1
Cc1ccc(NC(=O)CCn2cc(C(F)(F)F)ccc2=O)cc1	0	-2	1.1	1.1	2	-9	-6	-3	1
Cc1ccc(NC(NC(=O)OCCn2c([N+](=O)[O-])cnc2C)C(Cl)(Cl)Cl)cc1 (stereo not given)	0	1	1.1	0.78	4	-14	22	-1	.
c1ccc(Cn2nnc3c(N4CCN(Cc5ccc6c(c5)OCO6)CC4)ncnc32)cc1	-5	0	0.92	0.97	-1	8	2	-4	1
Cc1ccccc1Nc1c(-c2ccc(N3CCOCC3)cc2)nc2ncccn12	-4	1	1	0.99	13	-2	1	-4	-27
COc1ccc(NC(=O)Nc2cccc3c2O[C@H](CN(C)S(=O)(=O)c2ccccc2)[C@@H](C)CN([C@H](C)CO)C3=O)cc1	1	-3	1.1	1.2	0	-8	-22	-7	1
O=C(CCCOc1ccccc1)Nc1nnc(C2CCCO2)s1 (stereo not given)	-2	1	0.78	1	1	22	-4	-3	-1
CC(=O)Nc1ccc(NC(=O)C(C)OC(=O)c2ccc3[nH]c(C)c(C)c3c2)cc1 (stereo not given)	8	1	0.97	1.2	6	2	-21	-12	-2
COc1ccc(-c2cc(C)no2)cc1S(=O)(=O)NCCCN1CCN(c2ccccc2)CC1	-4	-1	1.2	1	-10	-18	-3	-6	3
Cc1ccc(N(CC(=O)NCc2ccncc2)S(C)(=O)=O)cc1	-1	-5	1.1	1	10	-15	-1	-10	-5
O=C(CCS(=O)(=O)c1cccc2nonc12)N1CCN(c2ccc(F)cc2)CC1	-4	4	1.1	0.92	15	-5	8	1	0
N/C(=N\OC(=O)CSc1ccccc1)c1ccc([N+](=O)[O-])cc1	-1	0	0.85	0.85	-16	14	15	-2	8
CC[n+]1c(C)n(C)c2cc(S(=O)(=O)N(C)C)ccc21	-1	82*	0.86	1.1	17	14	-8	19	3
O=C(O)/C(=C\c1c(C(=O)O)[nH]c2cc(Cl)cc(Cl)c12)c1ccccc1	0	-3	0.98	1	13	2	0	-6	-142
CN1C(=O)C(O)(CC(=O)/C=C\c2ccc3c(c2)OCO3)c2ccccc21 (stereo not given)	-2	-3	0.93	1	16	7	-2	-1	-2
C(=N\N1CCN(c2ccccn2)CC1)/c1ccco1	-1	-1	1	0.99	13	0	1	-7	0
Cc1cc(C)nc(N/N=C/c2ccco2)n1	-2	-3	0.92	0.88	4	8	12	-6	0
COc1ccc(C(=O)Cc2cc3ccccc3oc2=O)cc1	-6	-1	1.1	0.94	13	-14	6	-3	-6
COc1ccc(CN2CCOCCOCCN(Cc3ccc(OC)cc3)CCOCCOCC2)cc1	-1	0	1	0.92	0	0	8	-6	1

Assay outcomes (PubChem)
